Bfl-1 displacement: Bfl-1 inhibitors, primary screen, biochemical, fluorescence polarization, FITC-Bid, mouse (AID 432) | 0.02% of 64,000 active | one-dose displacement, % at 20 µM; IC50 in µM for titrated hits | FITC-Bid BH3 peptide fluorescence polarization displacement; higher % means a stronger effect; in the data active = a potency from the dose series; inactive = the rest, 99 in 100 with displacement below about 15%; also: strong numbers were not always called active
HT1080 cytotoxicity: cytotoxicity in HT1080 fibrosarcoma cells, cell-based, fluorescence readout (AID 620) | HT1080 viability, fluorescence; higher % means a stronger effect | one-dose cytotoxicity, % at 10 µM; EC50 in µM for titrated hits | 0.42% of 87,000 active;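 also: cells exposed to compound overnight then 4 h with Alamar Blue; 0% = vehicle DMSO and 100% = killing control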
KRASV12 cytotoxicity: cytotoxicity in KRAS-transformed pancreatic duct cells, primary screen, cell-based, fluorescence, HTS (AID 431); HPDE-C7K KRASV12 cells, Alamar Blue viability, 48 h; higher % means a stronger effect; cytotoxicity, % at 10 µM, or EC50 in µM where a hit was titrated; 1.7% of 63,000 active;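 active = compounds whose percent cytotoxicity in the single-dose primary screen, scaled between solvent and toxic-drug controls, exceeds 50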;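 also: 0% = DMSO solvent wells and 100% = doxorubicin-treated wells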
Alkaline phosphatase: human TNAP enzyme inhibitors, biochemical, luminescent (AID 518) | Alkaline phosphatase, tissue-nonspecific isozyme (Homo sapiens) | purified TNAP enzyme, luminescent substrate readout; higher % means a stronger effect | inhibition, % at 20 µM, or IC50 in µM where a hit was titrated | 0.09% of 64,000 active; in the data active = a potency from the dose series; inactive = the rest, 99 in 100 with inhibition below about 22%;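 also: plate controls were vehicle for no effect and reference inhibitor for full effect; many of its hits are not listed in these tables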
HPDE-C7 cytotoxicity: cytotoxicity in HPDE-C7 cells, cell-based, fluorescence, HTS (AID 430); HPDE-C7 pancreatic duct cells viability, fluorescence; higher % means a stronger effect; one-dose cytotoxicity, % at 10 µM; EC50 in µM for titrated hits; 1.8% of 63,000 active;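 also: cells exposed to compound for 48 hours before viability readout; 0% = vehicle and 100% = reference cytotoxic drug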
MK inhibit: S. pneumoniae MK inhibitors, primary screen, biochemical, PK/LDH-coupled NADH absorbance | purified MK, PK/LDH-coupled NADH absorbance 340 nm | inhibition, % at 10 µM | 0.48% of 65,000 active | AID 555, 2006;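 active = ranked among the strongest by inhibition in the single 10 µM screen, a fixed top-ranked set picked for dose follow-up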; also: no value below 0 was filed
LYP inhibition: LYP phosphatase inhibitors, primary screen, biochemical, DiFMUP fluorescence, recombinant catalytic domain, 10 µM (AID 606); recombinant LYP catalytic domain, DiFMUP fluorescence; higher % means a stronger effect; one-dose inhibition, % at 10 µM; IC50 in µM for titrated hits; 52,000 tested, under 10 active;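 active = IC50 under 40 µM in the dose-response test; inactive = IC50 of 40 µM or more, or never dose-tested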
PMK inhibit: S. pneumoniae PMK inhibitors, primary screen, biochemical, mevalonate pathway, pilot trial included. phosphomevalonate kinase (Streptococcus pneumoniae D39). purified PMK, PK/LDH-coupled NADH absorbance 340 nm. inhibition, % at 10 µM. 0.49% of 65,000 active;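 active = top-ranked compounds by inhibition in the single 10 µM screen, taking a fixed number of the strongest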;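 also: 0% = full reaction with DMSO carrier and 100% = background rate without enzyme reaction; no value below 0 was filed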
Spn DPM-DC inh: S. pneumoniae DPM-DC inhibitors, primary screen, biochemical, PK/LDH-coupled NADH fluorescence; 0.49% of 65,000 active; purified DPM-DC; calls only at 10 µM; diphosphomevalonate decarboxylase (Streptococcus pneumoniae D39);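 active = the 320 compounds with the highest percent inhibition in the single-dose primary screen, excluding strongly autofluorescent ones, cut at about 32% in these data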;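 also: kinetic rate of NADH fluorescence loss reporting ADP formed by the decarboxylase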
PMK inhibit pilot replicates: also measured in PMK inhibit; calls as there; inhibition, %; measured here: pilot screen replicates
MK inhibit pilot replicates: further read-out of MK inhibit, marked with its call; inhibition, %; measured here: pilot screen replicates
Spn DPM-DC inh pilot screen %: recorded beside Spn DPM-DC inh, whose call it bears; inhibition, %; measured here: pilot screen trials
Numbers without * were called inactive; i = inactive; nt = not tested or not shown. Rule as the data show it, unless noted: active = cytotoxicity above about 50%; inactive = the rest.

SMILES	Bfl-1 displacement	HT1080 cytotoxicity	KRASV12 cytotoxicity	Alkaline phosphatase	HPDE-C7 cytotoxicity	MK inhibit	LYP inhibition	PMK inhibit	Spn DPM-DC inh	others
Cc1nn(C)cc1NC(=O)CCSc1nc(-c2ccco2)cc(C(F)(F)F)n1	-3%	11%	12%	18%	-6%	8	9%	13	i	PMK inhibit pilot replicates=3.5;MK inhibit pilot replicates=0.0;Spn DPM-DC inh pilot screen %=4.0
COc1cccc(NC2SC(=O)N(c3ccccc3)C2=O)c1 (stereo unspecified)	4%	-4%	-2%	8%	9%	12	10%	11	i
Cn1c(SCC(=O)OC2CCCCC2)nnc1-c1ccc2c(c1)OCO2	-2%	0%	5%	2%	0%	17	nt	8	i
Cc1cc(NC(=O)CCC(=O)N(c2ccccc2)C(C(=O)NC2CCCC2)c2ccncc2)no1 (stereo unspecified)	-7%	15%	-7%	6%	-15%	9	nt	2	i
O=C1N2CCCc3cccc(c32)C12Nc1ccccc1S2 (stereo unspecified)	-6%	9%	1%	9%	1%	1	7%	6	i
COc1ccc(OC)c(NC(=O)CSc2nc(C)cs2)c1	7%	-4%	-4%	7%	4%	0	nt	20	i
Cc1cc(C)cc(NC(=O)N2CCC(c3nc4ccccc4o3)CC2)c1	-2%	-2%	-10%	0%	-31%	0	nt	8	i	PMK inhibit pilot replicates=0.0;MK inhibit pilot replicates=3.5;Spn DPM-DC inh pilot screen %=3.5
COc1ccccc1Oc1ccc(S(=O)(=O)NCc2ccccn2)cc1	-4%	-6%	-20%	4%	-4%	8	nt	6	i
CCCCn1c(SCC(=O)OCC)nnc1-c1ccoc1C	-6%	6%	-5%	11%	4%	13	-5%	10	i
COc1ccc(Nc2nc(-c3sc(N)nc3C)cs2)cc1	-3%	2%	58%*	18%	47%	6	-3%	10	i	PMK inhibit pilot replicates=4.0;MK inhibit pilot replicates=0.0;Spn DPM-DC inh pilot screen %=1.5
O=C(Nc1ccccc1-c1ccccc1)c1ccco1	-2%	-1%	11%	3%	8%	1	8%	14	i
CC(=O)N1CCc2cc(S(=O)(=O)NC(C(=O)NCc3ccccc3)C(C)C)ccc21 (stereo unspecified)	8%	-2%	11%	8%	17%	5	9%	10	i	PMK inhibit pilot replicates=5.5;MK inhibit pilot replicates=0.0;Spn DPM-DC inh pilot screen %=1.0
N#Cc1c(C(F)(F)F)cc(-c2ccccc2)nc1SCc1nc(N)nc(N2CCOCC2)n1	-8%	14%	20%	6%	40%	0	-16%	21	i
COCCNc1nc(=S)[nH]c2cc(OC)c(OC)cc12	15%	5%	-19%	2%	-16%	5	5%	5	i
O=C(c1cnn2c(C(F)(F)F)cc(-c3ccco3)nc12)N1CCCc2ccccc21	-5%	-1%	-10%	7%	5%	6	-7%	3	i
CCCCOC(=O)C1=C(C)Nc2ncnn2C1c1cc(OC)c(OC)cc1OC (stereo unspecified)	-4%	0%	-4%	7%	-4%	9	7%	9	i
Cc1nc2ccccc2n1-c1nc(-c2ccco2)cc(C(F)(F)F)n1	17%	65%*	3.1µM*	9%	2.8µM*	3	nt	13	i
COc1ccc2nc(NC(=O)c3ccoc3C)sc2c1	-2%	-3%	-3%	11%	-12%	7	nt	10	i	PMK inhibit pilot replicates=1.0;MK inhibit pilot replicates=0.0;Spn DPM-DC inh pilot screen %=2.0
O=C(NCC1CCCO1)c1ccc2c(c1)C(=O)N(C1CCCCC1)C2=O (stereo unspecified)	4%	9%	-10%	11%	-12%	6	-2%	14	i
Oc1ccc2ccccc2c1CN1CCN(c2ccccc2F)CC1	-2%	0%	-3%	16%	-2%	9	-10%	1	i	PMK inhibit pilot replicates=2.5;MK inhibit pilot replicates=0.5;Spn DPM-DC inh pilot screen %=2.5
CN(C)c1ccc(C(c2nnnn2C2CCCCC2)N2CCN(C(=O)c3ccco3)CC2)cc1 (stereo unspecified)	7%	-7%	0%	13%	4%	5	6%	5	i
CCn1cc(Br)c(C(=O)NC(C)c2ccccc2)n1 (stereo unspecified)	1%	6%	-7%	8%	-6%	8	2%	0	i
O=C(O)c1cccc(S(=O)(=O)Nc2ccccc2Cl)c1	7%	6%	5%	1%	3%	12	3%	4	i
Cc1c(C(=O)NCc2ccoc2)oc2ccc3c(c12)C(=O)CC(C)(C)O3	14%	15%	36%	14%	46%	5	2%	13	i	PMK inhibit pilot replicates=0.0;MK inhibit pilot replicates=1.0;Spn DPM-DC inh pilot screen %=7.5
COc1ccccc1C(=O)N1CCN(Cc2ccc3c(c2)OCO3)CC1	-6%	6%	8%	5%	-5%	0	0%	5	i
O=C(COc1ccc(S(=O)(=O)N2CCCC2)cc1Cl)NCc1ccc2c(c1)OCO2	0%	-2%	4%	14%	2%	7	-18%	8	i
CCOc1cc(NC(=O)c2ccco2)c(OCC)cc1NC(=O)c1cc(OC)c(OC)c(OC)c1	2%	13%	8%	7%	14%	7	0%	3	nt
N=c1c2c3c(sc2ncn1CCCN1CCOCC1)CCCCC3	3%	2%	2%	15%	6%	11	0%	17	i
CC(Oc1ccccc1F)C(=O)NCCN1CCCCC1 (stereo unspecified)	-2%	6%	-7%	1%	-6%	0	7%	6	i
CN(C)CCCN1C(=O)CSC1c1ccccc1 (stereo unspecified)	-4%	-1%	10%	23%	8%	6	-13%	11	i	PMK inhibit pilot replicates=0.0;MK inhibit pilot replicates=0.0;Spn DPM-DC inh pilot screen %=1.5
CCOC(=O)C1=C(C)OC(N)=C(C#N)C1c1ccc(OC)c(C)c1OC (stereo unspecified)	2%	0%	3%	13%	-1%	12	nt	0	i
CCOC(=O)Cc1nnc(NC(=O)c2ccco2)s1	-1%	12%	-8%	12%	-4%	6	nt	23	i
CC(=O)N(CCC1(C(C)C)CCOC(C)(C)C1)Cc1ccco1 (stereo unspecified)	2%	0%	4%	7%	-6%	nt	nt	nt	nt
CCCCNC(=O)C(C#N)c1nc2ccccc2nc1N1CCN(Cc2ccc3c(c2)OCO3)CC1 (stereo unspecified)	33%	-4%	11%	20%	5%	0	6%	5	i
O=C(c1ccco1)N1CCN(CC(=O)N(C2CCCCC2)C2CCS(=O)(=O)C2)CC1 (stereo unspecified)	-2%	1%	5%	9%	-7%	12	5%	0	i	PMK inhibit pilot replicates=3.0;MK inhibit pilot replicates=0.0;Spn DPM-DC inh pilot screen %=2.5
O=C(CN1CCN(c2ncccn2)CC1)N1CCN(C(c2ccccc2)c2ccccc2)CC1	3%	nt	-8%	7%	-16%	49*	nt	0	i
CN1CCc2c(sc3c2c(=O)n(-c2ccccc2)c2nncn32)C1	5%	-5%	4%	6%	2%	0	6%	0	i
CCCNC(=O)c1ccccc1NS(=O)(=O)c1ccc2c(c1)OCCO2	1%	0%	29%	2%	15%	0	19%	15	i
CCN(Cc1cc2ccccc2[nH]c1=O)C(=O)c1cccnc1	-3%	2%	2%	8%	-11%	8	8%	0	i
CCCC(=O)Nc1cc(-c2nn(C)c(=O)c3ccccc23)ccc1N1CCCCC1	5%	-6%	-4%	7%	-10%	2	11%	0	i
c1ccc(CC2CCN(c3nc4ccccc4n4nnnc34)CC2)cc1	-40%	41%	1%	23%	-8%	0	2%	10	i	PMK inhibit pilot replicates=1.5;MK inhibit pilot replicates=4.0;Spn DPM-DC inh pilot screen %=0.0
O=C(Nc1ccc(O)cc1)C1CCCN1S(=O)(=O)c1ccc(F)cc1 (stereo unspecified)	4%	-4%	6%	14%	-9%	5	-36%	0	i	PMK inhibit pilot replicates=2.0;MK inhibit pilot replicates=2.0;Spn DPM-DC inh pilot screen %=0.0
Cc1ccsc1C(=O)OCC(=O)c1cc(C)n(CC2CCCO2)c1C (stereo unspecified)	-3%	-2%	-2%	3%	2%	6	4%	17	i
CCN(CC)CCNC(=O)C(C(=O)c1ccccc1)n1ccccc1=O (stereo unspecified)	10%	6%	-5%	3%	-2%	5	nt	11	i
CCCCn1c(=S)[nH]c2c(oc3ccc(Cl)cc32)c1=O	-9%	1%	6%	7%	16%	0	nt	0	i
O=C(COC(=O)c1cccs1)NCc1ccc2c(c1)OCO2	3%	9%	-4%	-2%	2%	0	6%	7	i
CCOC(=O)Cn1c(C)nc2c(C(=O)OCC)sc(C)c2c1=O	1%	-2%	-3%	10%	-6%	3	5%	0	i
CCOc1ccc(S(=O)(=O)Nc2cccnc2)cc1	-10%	-4%	5%	4%	-4%	5	1%	0	i
O=C(O)c1cccc(NS(=O)(=O)c2ccc(Cl)c(C(=O)O)c2)c1	5%	-14%	6%	8%	2%	0	nt	6	i
CCc1nnc(NC(=O)CSc2nnc3ncccn23)s1	-4%	4%	-2%	4%	-1%	4	0%	2	i	PMK inhibit pilot replicates=4.0;MK inhibit pilot replicates=3.0;Spn DPM-DC inh pilot screen %=3.5
COc1ccc(S(=O)(=O)Nc2cc(C(=O)NCCC(C)C)ccc2N2CCOCC2)cc1	4%	2%	-2%	4%	-18%	9	nt	17	i

Entries from the list above that have an aryl thioether with sulfur outside any ring, in the order listed:
SMILES	Bfl-1 displacement	HT1080 cytotoxicity	KRASV12 cytotoxicity	Alkaline phosphatase	HPDE-C7 cytotoxicity	MK inhibit	LYP inhibition	PMK inhibit	Spn DPM-DC inh	others
Cc1nn(C)cc1NC(=O)CCSc1nc(-c2ccco2)cc(C(F)(F)F)n1	-3%	11%	12%	18%	-6%	8	9%	13	i	PMK inhibit pilot replicates=3.5;MK inhibit pilot replicates=0.0;Spn DPM-DC inh pilot screen %=4.0
Cn1c(SCC(=O)OC2CCCCC2)nnc1-c1ccc2c(c1)OCO2	-2%	0%	5%	2%	0%	17	nt	8	i
COc1ccc(OC)c(NC(=O)CSc2nc(C)cs2)c1	7%	-4%	-4%	7%	4%	0	nt	20	i
CCCCn1c(SCC(=O)OCC)nnc1-c1ccoc1C	-6%	6%	-5%	11%	4%	13	-5%	10	i
N#Cc1c(C(F)(F)F)cc(-c2ccccc2)nc1SCc1nc(N)nc(N2CCOCC2)n1	-8%	14%	20%	6%	40%	0	-16%	21	i
CCc1nnc(NC(=O)CSc2nnc3ncccn23)s1	-4%	4%	-2%	4%	-1%	4	0%	2	i	PMK inhibit pilot replicates=4.0;MK inhibit pilot replicates=3.0;Spn DPM-DC inh pilot screen %=3.5

High-throughput results deposited in PubChem by several laboratories.
